High-throughput results from PubChem BioAssay.
Polio RdRp inh = inhibitors of poliovirus RNA polymerase binding and polymerization. P03300. poliovirus polymerase elongation, fluorescence polarization; active compounds read low. % elongation, % (compound at 16.7 µg/mL). 0.66% of 150,000 active. AID 588519; in the data active = % elongation below about 90%; note: some results filed as inactive read as strong as hits
Target sequence (P03300 1749-2209 limits assumed): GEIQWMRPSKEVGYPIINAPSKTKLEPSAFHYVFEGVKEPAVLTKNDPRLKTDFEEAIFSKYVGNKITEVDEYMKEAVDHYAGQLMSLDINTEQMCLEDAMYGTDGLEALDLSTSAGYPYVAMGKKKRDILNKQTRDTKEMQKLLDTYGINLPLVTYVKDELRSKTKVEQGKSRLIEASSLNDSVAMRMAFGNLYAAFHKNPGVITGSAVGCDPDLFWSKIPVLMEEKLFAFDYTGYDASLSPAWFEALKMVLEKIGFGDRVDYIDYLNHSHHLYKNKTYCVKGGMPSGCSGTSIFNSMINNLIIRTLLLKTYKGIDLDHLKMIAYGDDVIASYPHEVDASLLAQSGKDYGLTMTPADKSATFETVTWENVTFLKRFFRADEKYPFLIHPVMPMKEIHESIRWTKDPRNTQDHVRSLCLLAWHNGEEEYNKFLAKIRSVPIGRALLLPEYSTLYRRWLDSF
Polio RdRp inh FP z-score = further read-out of Polio RdRp inh, marked with its call; z-score; measured here: FP z-score; hits read low
* = called active by the depositor; & = joins results of further samples.

Results follow in this order: Polio RdRp inh, Polio RdRp inh FP z-score
O=C(NC1CCCC1)c1ccc2c(c1)OCO2
    105, 1
C=C1C(C(=O)Nc2ccc3c(c2)OCCO3)C1C(=O)Nc1ccc2c(c1)OCCO2 (configuration not stated)
    109, 0.6
COc1ccc(CCNC(=O)c2ccc(N3CCCC3=O)cc2)cc1OC
    100, -0.2
CCn1ccc2cc(S(=O)(=O)N3CCC(C(=O)NCc4ccc(OC(C)C)cc4)CC3)ccc21
    104, -0.7
COc1ccc(-c2onc(C)c2C)cc1S(=O)(=O)NC1CCC(C)CC1 (configuration not stated)
    105, -0.4
CCN(CC)c1ccc(C(=O)OCc2nc3ccccc3c(=O)[nH]2)cc1
    102, -0.1
COC(=O)c1c(C(=O)OC)c2n(c1C)CSC2
    108, 0.7
O=C(Nc1ccc(S(=O)(=O)Nc2ccccn2)cc1)c1cc2ccccc2o1
    106, 1.4
Cc1nnc(SC(C)C(N)=O)n1Cc1ccccc1 (configuration not stated)
    99, -0.5
CN(C1CCCCC1)S(=O)(=O)c1ccc(F)c(C(=O)Nc2ccc(C(F)(F)F)cc2)c1
    112, 0.8
CC(NC(=O)CSc1nnc2ccccn12)c1ccc2c(c1)OCCO2 (configuration not stated)
    103, 0.2
S=C(NCCc1ccccc1)NNC1=NCCCCC1
    101, -0.1
Cc1ccc(S(=O)(=O)NC(=O)N2CCCCCC2)cc1
    107, 0.3
COC(=O)C(C)Sc1n[nH]c(-c2ccc(Br)cc2)n1 (configuration not stated)
    102, -0.1
Cc1ccc(-n2c(C)cc(-c3csc(NC(=O)C(C)C)n3)c2C)cc1
    109, 1
CN(c1ccccc1)S(=O)(=O)c1ccc(C(=O)NC2=NCCS2)cc1
    97, -0.5
CC1CC(C)CN(C(=O)Nc2ccc(F)cc2)C1 (configuration not stated)
    101, -0.6
NC(=O)c1ccc(N2CCN(C(c3ccccc3)c3ccccc3)CC2)nc1
    103, 0.2
O=C1NC(=S)N/C1=C\c1ccccc1
    103, 0.1
C=Cc1ccc(Cn2c(C(=O)OC)cc3sc(C)cc32)cc1
    114, 1.1
COc1cccc(-c2ccc3c(N)c(C(=O)Nc4ccccc4C)sc3n2)c1
    102, -0.5
O=C(CN1CCN(Cc2ccc(F)cc2Cl)S1(=O)=O)Nc1ccc(F)cc1
    104, -0.2
Cc1ccc(CSc2nccc(C)n2)cc1
    103, 0.3
O=c1c2cc3c(cc2nc2sc(NCc4ccccc4)nn12)OCO3
    101, -0.1
CCOCCCn1c(SCC(=O)NCc2ccccc2)nc2c(sc3ccccc32)c1=O
    110, 0.7
CC1=C2[C@@H]3OC(=O)[C@H](C)C3CC[C@@]2(C)C=CC1=O (some centres not stated)
    98, -0.4
Cc1cc(NS(=O)(=O)c2ccc(NCN3C(=O)c4ccccc4C3=O)cc2)no1
    104, 0.3
CC(=O)Nc1ccc(Cl)c(NC(=O)c2ncoc2-c2cccc(C)c2)c1
    102, 0
COc1ccc(-c2nc3cc(C(C)C)ccc3o2)cc1NC(=O)COc1ccc(C)cc1C
    109, 0.5
O=C(COc1ccc(F)cc1)Nc1ccc2nc(SCC(=O)N3CCc4ccccc43)sc2c1
    107, 0
CC(C)(C)c1ccc(S(=O)(=O)NC(=O)c2cccc(Oc3cccc(C(F)(F)F)c3)n2)cc1
    106, 0.4
Cc1cc(CN2c3cccc4cccc(c34)S2(=O)=O)no1
    104, 0.1
O=C(N1CCOc2ccccc21)n1ccnc1
    101, -0.9
CCC(=O)Nc1cc2nc3[nH]c(=O)n(C4CCCCCC4)c(=O)c3nc2cc1C
    101, -0.1
CN(C)c1ccc(-c2nc(-c3ccco3)no2)cc1[N+](=O)[O-]
    100, -1.7
CCOc1ccc(NC(=O)c2cc3cc4cc(OC)ccc4nc3s2)cc1
    115, 0.8
O=C(c1ccc(Cl)c(Cl)c1)N1CCc2ccccc21
    107, 0.5
COc1ccc(Cl)cc1NC(=O)Cn1c(=O)n2nc(-c3ccccc3)nc2c2ccccc21
    110, 1.8
O=c1ccccn1Cc1cn2ccccc2n1
    104, 0.7
Cc1cc(Br)ccc1NC(=O)c1sc2nc3n(c(=O)c2c1C)CCCC3
    110, 0.6
CCN(Cc1ccccc1)S(=O)(=O)c1ccc(-c2coc(C)n2)cc1
    104, -0.7
CCN(CC)CCCNC(=O)CCc1c(C)nc2c(c1C)c(=O)n(C)c(=O)n2C
    109, 0.6
COC(=O)CCNC(=O)N1CCN(c2nnc(C)c3c(C)n(-c4ccccc4)nc23)CC1
    112, 0.5
Cc1ccc(C)c(N2C(=O)N(C)c3ccccc3S2(=O)=O)c1
    112, 1
Nc1cc(C(=O)N2CCN(c3cccc(Cl)c3)CC2)ccc1N1CC2CC(C1)c1cccc(=O)n1C2 (configuration not stated)
    101, 0
Cc1ccc(C)n1-c1cccc(N)c1
    102, 0.1
Cc1ccc(NC(=O)CCN2C(=O)c3ccccc3Sc3ncccc32)c(Cl)c1
    110, 0.4
O=C(Cn1cc(S(=O)(=O)Cc2cccc(Cl)c2)c2ccccc21)Nc1ccc(F)c(Cl)c1
    102, -0.8
Cc1c(C#N)c2ccccc2n1CC(=O)NC1CCCCCC1
    101, 0
CCOc1ccc(CNC(=O)COc2cc(=O)n(C)c3ccccc23)cc1
    104, -0.3

New compounds follow:
Results follow in this order: Polio RdRp inh, Polio RdRp inh FP z-score
NC(=O)CSc1ccc(F)cc1
    100, -0.4
Cc1cc(C)n(C2=NCCN2S(=O)(=O)c2cc(C(F)(F)F)cc(C(F)(F)F)c2)n1
    108, 0.7
COc1cc(Cn2c(=O)sc3ccccc32)ccc1OC(C)C
    102, -0.4
Cc1cc(OCC(=O)Nc2nc3c(s2)CCCC3)cc(C)c1Cl
    102, -0.1
O=C1COc2cc(S(=O)(=O)CCC(=O)N3CCc4ccccc43)ccc2N1
    101, -0.4
N#CCCN(Cc1cccs1)S(=O)(=O)c1ccc(-c2ccccn2)s1
    104, 0.9
CC1(C)S[C@@H]2[C@H](NC(=O)[C@H](NC(=O)N3CCNC3=O)c3ccccc3)C(=O)N2C1C(=O)O (some centres not stated)
    100&99, 0&0
COc1ccc2c(c1)oc(=O)c1ccccc12
    103, 0.1
CC(=O)NC(C)c1nc2ccccc2n1CC(=O)Nc1ccc(C(C)C)cc1 (configuration not stated)
    103, 0.3
CCCNC1=CC(=O)C(NCCC)=CC1=O
    102, 0.1
Cc1cccc(NC(=O)c2cccc3c2C(=O)N(CC2CCCO2)C3)c1C (configuration not stated)
    99, -0.5
COc1ccc(CNC(=O)c2cccc(-n3cnc4cccnc43)c2C)cc1
    105, -0.4
CCNCC(=O)Nc1ccc(NC(C)=O)cc1
    102, 0.1
CCc1ccc(C(=O)COC(=O)c2cnc(C)cn2)cc1
    102, -0.1
CC1CN(C(=O)C(C)NS(=O)(=O)c2cccc(Cl)c2)CC(C)O1 (configuration not stated)
    101, 0.2
Oc1ccc(C(Nc2cccnc2)Sc2ccc(Cl)cc2)cc1 (configuration not stated)
    103, 0
CCOC(=O)C1=CN(C(C)C)C=C(C(=O)OCC)C1c1ccccc1Br
    101, -0.1
O/N=C1/c2ccccc2/C(=N/O)C1c1ccc(Cl)cc1
    102, 0.5
Cc1ccc(-c2noc(COc3ccc(Br)c(C)c3)n2)cc1
    106, 0.5
CSc1ncc(C(=O)Nc2ccc3c(c2)OCCO3)n1-c1ccccc1
    100, -0.3
Cc1cccc(-c2noc(-c3ccccc3OCC(=O)Nc3ccc([N+](=O)[O-])cc3)n2)c1
    103, -0.9
COCC(C)n1c(COc2ccccc2F)nnc1SCc1nnc(-c2ccccc2)o1 (configuration not stated)
    100, -0.3
Cc1cccc(N2CCN(CCNC(=O)C3COc4ccccc4C3)CC2)c1C (configuration not stated)
    107, 0
CSc1sc2c(O)cc(=O)[nH]c2c1C#N
    102, 0.2
COC(=O)c1sc(=S)n(-c2cccc(OC)c2)c1N
    97, -1.8
N#C/C(=C\Nc1cnccn1)S(=O)(=O)c1ccc(C(F)(F)F)cn1
    106, 0.3
CCc1cc2c(=O)c(-c3ccccn3)coc2cc1O
    101, 0.3
Cc1ccc(NC2=NCC(=O)N2C2CCCC2)cc1C
    103, 0.6
O=c1c(Cl)c(N2CCN(CCO)CC2)cnn1-c1ccccc1
    102, 0.2
CCOC(=O)c1c(-c2ccc(C)cc2)csc1NC(=O)c1nc(SCC)ncc1Cl
    116, 0
COc1ccc(-n2c(-c3ccc(C)cc3)cc3c2CC(C)(C)CC3=O)cc1Cl
    109, 0.4
CC(C)C(=O)O/N=C(\N)c1ccccc1
    102, 0.5
CCOC(=O)C(C)Oc1ccc2c(-c3ccccc3)cc(=O)oc2c1 (configuration not stated)
    106, 0.3
Cc1cc2ccccc2n1-c1ccc(C(=O)NC2CCCC2)s1
    102, 0.3
Cc1ccc(C(=O)CCC(=O)O)s1
    104, 0.6
CCNC(=S)N1CC=C(c2ccccc2)CC1
    101, 0.1
COc1cc(CNc2ccc3[nH]c(=O)[nH]c3c2)ccc1OCC(N)=O
    104, 1.2
Cc1cc(=O)oc(C)c1C(=O)NCCN(C)Cc1ccccc1
    101, -0.2
O=C1c2ccccc2-c2nnc(-c3ccc(Cl)cc3)cc21
    99, 0
Cc1c(C(=O)Nc2ccc(F)cc2F)oc2ccc3c(c12)C(=O)CC(C)(C)O3
    111, 0.7
CCc1nn(CC(=O)N2CCN(c3cccc(C(F)(F)F)c3)CC2)c(=O)c2cccn12
    107, -0.1
O=C(Cn1cc(SCc2ccccc2F)c2ccccc21)N1CCCCC1
    118, 0.4
Cc1csc(C2C(N)=NC(S)=C(C#N)C23CCCCC3)n1 (configuration not stated)
    100, -0.1
Cc1ccc(C)c(-c2nc(Cn3c(=O)cc(-c4ccccc4)c4c(C)nn(C)c43)c(C)o2)c1
    111, 1
CCCN(CC(=O)Nc1ccc(F)c(F)c1F)C(=O)/C=C/c1nc2ccccc2o1
    101, -0.1
COc1nsnc1N1CCOCC1
    103, 0.2
Cc1cc(C)c(NC(=O)C2CCN(c3nnc(C)c4c(C)n(-c5ccccc5)nc34)CC2)c(C)c1
    103, -1
CCOC(=O)c1ccc(NC(=O)CCc2nc3cccnc3n2Cc2cccs2)cc1
    110, 0.6
O=C(CSc1cc(Cl)ccc1Cl)NCCCn1ccnc1
    100, -0.5
CCOC(=O)Cc1nnc2c(Nc3ccccc3OC)nc3nonc3n12
    100, -0.5

Profiles, looked up by structure. Screens in order: Polio RdRp inh, Polio RdRp inh FP z-score
CCCN(CC(=O)Nc1ccc(F)c(F)c1F)C(=O)/C=C/c1nc2ccccc2o1 is entered as 101, -0.1
Cc1csc(C2C(N)=NC(S)=C(C#N)C23CCCCC3)n1 (configuration not stated) is entered as 100, -0.1
Cc1ccc(C)c(-c2nc(Cn3c(=O)cc(-c4ccccc4)c4c(C)nn(C)c43)c(C)o2)c1 is entered as 111, 1
O=C(CSc1cc(Cl)ccc1Cl)NCCCn1ccnc1 is entered as 100, -0.5
CCOC(=O)c1ccc(NC(=O)CCc2nc3cccnc3n2Cc2cccs2)cc1 is entered as 110, 0.6

(continued)
Results follow in this order: Polio RdRp inh, Polio RdRp inh FP z-score
CCSc1nnc(-c2ccccc2)n1-c1ccccc1
    102, 0.6
COCCN(Cc1nnc(-c2cccs2)o1)C(=O)c1cc2ccccc2o1
    103, 0.4
COc1ccccc1C1CCN(C(=O)CSCc2cccc3ccccc23)CC1
    98, -1.1
C/C(=N\N)c1ccc2c(c1)-c1ccccc1C2
    102, -0.1
Cc1cccc(Cn2c(=O)n(Cc3ccccc3)c(=O)c3c(C)c(C)sc32)c1
    102, 0.2
O=C(OCc1ccco1)C1c2ccccc2Oc2ccccc21
    104, 0.4
O=C(Cn1ncn2nc(-c3cccs3)cc2c1=O)NCc1ccc(Cl)cc1
    104, -0.8
CCOc1ccccc1CNC(=O)c1cc(-c2ccc(C)c(C)c2)nc2ccccc12
    112, 0.7
Cc1ccc(S(=O)(=O)c2cnc(SCC(=O)Nc3ccccc3C(F)(F)F)[nH]c2=O)cc1C
    106, 0.3
Cc1cc2cc(CNC(=O)Cc3cccc4ccccc34)ccc2[nH]1
    102, 0.2

Sorted by SMILES length (low to high): part of the list above.
Results follow in this order: Polio RdRp inh, Polio RdRp inh FP z-score
Cc1ccc(C(=O)CCC(=O)O)s1
    104, 0.6
O=c1ccccn1Cc1cn2ccccc2n1
    104, 0.7
C/C(=N\N)c1ccc2c(c1)-c1ccccc1C2
    102, -0.1
CN(C)c1ccc(-c2nc(-c3ccco3)no2)cc1[N+](=O)[O-]
    100, -1.7
O=C(Nc1ccc(S(=O)(=O)Nc2ccccn2)cc1)c1cc2ccccc2o1
    106, 1.4

Other structures:
Results follow in this order: Polio RdRp inh, Polio RdRp inh FP z-score
O=C(Oc1ccc2c3c(c(=O)oc2c1)CCC3)C1CCCCC1
    102, 0.1
COC(=O)C1=NOC2(CC(=O)N(c3ccc(Cl)cc3)C2=O)C1 (configuration not stated)
    101, -0.1
N#CCCN(Cc1ccccc1)S(=O)(=O)c1ccccc1
    98, -0.9
O=C(CCBr)N1CCN(C(=O)CCBr)CC1
    99, 0
CN(C)c1ccc(CN2C(=O)CCC2(C)C(=O)N2CCCC2)cc1 (configuration not stated)
    103, 0.4
Cc1csc2nc(COC(=O)c3cccc(NC(=O)COc4ccc(Cl)cc4)c3)cc(=O)n12
    110, 1
CC1(C)CC(C(CC(=O)O)Cc2ccccc2)CCO1 (configuration not stated)
    102, 0.1
CCOC(=O)C1CCCCN1S(=O)(=O)c1ccc2c(c1)C(=C(C)C)C(=O)N2 (configuration not stated)
    103, 1.4
COc1ccc(O)c(C2Nc3ccccc3-n3c(-c4ccccc4)c4c(=O)n(C)c(=O)n(C)c4c32)c1 (configuration not stated)
    104, -0.5
COc1ccc(Cn2c(SCc3ccc(C(=O)NC(C)C)cc3)nc3cccnc32)cc1
    111, 0.3
C/C=C(/C)C(=O)OC1CC(O)(C(C)C)C2C(OC(=O)c3ccc(O)cc3)CC(C)=CCC12C (configuration not stated)
    103, 0
COc1ccc(-c2nnc(Nc3ccc(OC)c(C(N)=O)c3)c3ccccc23)cc1
    106, 0.2
N#Cc1ccccc1NC(=O)c1cnc(N2CCOCC2)c2ccccc12
    106, -0.3

Some of the compounds tested, so the mix of outcomes need not match the whole.
